# UHRF1 binding – UHRF1 methyl-DNA binding inhibition; Q96T88; UHRF1 binding to methylated oligo, TR-FRET; inhibition, % at 4.4 µM; 370,000 tested, 0.75% active; in the data active = inhibition above about 21%;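 note: UHRF1 SRA domain binding a hemimethylated CpG hairpin DNA probe; 0% = median of test compound wells and 100% = reference inhibitor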
# PLCg1 inh – PLC-gamma1 (human) inhibition, primary screen. P19174. purified PLC-gamma1, fluorogenic substrate, fluorescence. inhibition, % at 12.2 µM. 370,000 tested, 0.84% active; in the data active = inhibition above about 9.5%
# proKLK7 act – activators of human kallikrein-7 zymogen. 370,000 tested, 0.9% active. purified proKLK7, EDANS-DABCYL substrate fluorescence; 100% is mature enzyme control, 0% vehicle. activation, % at 7 µM;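 active = activation above the mean of all tested compounds plus 3 SD, computed per campaign excluding outliers beyond control limits, cut at about 13% in these data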
# NR1D1 modulator – modulators of human Rev-erb alpha DNA binding. P20393. Rev-erbα–FITC-DNA binding, fluorescence polarization, 90 min. activity, % at 10 µM. 370,000 tested, 0.79% active;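 active = activity above about 14%, limit read from the data; passing the limit was not always enough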;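 note: 0% = DMSO wells with 35 nM protein and 100% = DMSO wells with 750 nM protein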
# ARFGAP1 inh – inhibits rat ARF GTPase activating protein 1; Q62848; Arfgap1-stimulated ARF1 GTP hydrolysis, GDP FP detection; inhibition, % at 16.5 µM; 360,000 tested, 0.26% active; AID 651572;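 active = inhibition above a per-plate limit, mean inhibition of low control wells plus 3 SD, cut at about 25% in these data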;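 note: 0% = DMSO wells with enzyme and 100% = wells lacking Arfgap1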
#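 Material – truncated rat Arfgap1 GAP domain · Buffer or medium – HEPES-based buffer, pH 7.5 · Reagent – human ARF1(Δ1-17)-GTP substrate · Dosing – 16.5 µM single point, 1.26% DMSO · Schedule – GTP hydrolysis reaction 2 h at 25 °C · Technique – GDP detection by fluorescence polarization · Benchmarks – No-Arfgap1 wells (100%) versus DMSO full-reaction wells (0%) · Repeats – single replicate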
# DDE Tn7 FP inh – disrupts Tn7 cyclic peptide binding to fibrin D-Dimer-E complex; P02675; FP displacement of FITC-Tn7 peptide from fibrin DD(E); 0% = median of compound wells per plate; AID 720508; inhibition, % at 8.3 µM; 370,000 tested, 0.13% active;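 active = inhibition above the mean of compounds falling within the control limits plus 3 SD of them, cut at about 14% in these data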;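 note: 0% = plate median of compound wells and 100% = 10 µM Aha-Tn7 peptide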
#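 Also added: labelled Tn7 tracer, 0.1 µM; Assay system: human fibrin DD(E) protein; Amount: 2 µM fibrin DD(E); Schedule: 10 min compound pre-incubation, 3 h probe incubation at room temperature; Repeats: one replicate per compound; Read-out basis: percent inhibition; Measured by: fluorescence polarization of the labelled Tn7 tracer.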
# ASAP1 GAP inh – blocks human ASAP1-stimulated Arf1 GTP hydrolysis; Q9ULH1; GDP FP detection; inhibition, % at 16.5 µM; 360,000 tested, 0.19% active; AID 624377; in the data active = inhibition above about 25%;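 note: 0% = vehicle with enzyme and substrate and 100% = no enzyme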
# PLCb3 inh – PLC-beta3 (human) inhibition, primary screen. 370,000 tested, 0.18% active. AID 720704. Purified PLC-beta3, fluorogenic substrate, fluorescence. inhibition, % at 12.2 µM. Q01970; in the data active = inhibition above about 11%;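 note: 0% = median of compound wells on plate and 100% = full blocker control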
# Target sequence (Q01970 whole entry, looked up): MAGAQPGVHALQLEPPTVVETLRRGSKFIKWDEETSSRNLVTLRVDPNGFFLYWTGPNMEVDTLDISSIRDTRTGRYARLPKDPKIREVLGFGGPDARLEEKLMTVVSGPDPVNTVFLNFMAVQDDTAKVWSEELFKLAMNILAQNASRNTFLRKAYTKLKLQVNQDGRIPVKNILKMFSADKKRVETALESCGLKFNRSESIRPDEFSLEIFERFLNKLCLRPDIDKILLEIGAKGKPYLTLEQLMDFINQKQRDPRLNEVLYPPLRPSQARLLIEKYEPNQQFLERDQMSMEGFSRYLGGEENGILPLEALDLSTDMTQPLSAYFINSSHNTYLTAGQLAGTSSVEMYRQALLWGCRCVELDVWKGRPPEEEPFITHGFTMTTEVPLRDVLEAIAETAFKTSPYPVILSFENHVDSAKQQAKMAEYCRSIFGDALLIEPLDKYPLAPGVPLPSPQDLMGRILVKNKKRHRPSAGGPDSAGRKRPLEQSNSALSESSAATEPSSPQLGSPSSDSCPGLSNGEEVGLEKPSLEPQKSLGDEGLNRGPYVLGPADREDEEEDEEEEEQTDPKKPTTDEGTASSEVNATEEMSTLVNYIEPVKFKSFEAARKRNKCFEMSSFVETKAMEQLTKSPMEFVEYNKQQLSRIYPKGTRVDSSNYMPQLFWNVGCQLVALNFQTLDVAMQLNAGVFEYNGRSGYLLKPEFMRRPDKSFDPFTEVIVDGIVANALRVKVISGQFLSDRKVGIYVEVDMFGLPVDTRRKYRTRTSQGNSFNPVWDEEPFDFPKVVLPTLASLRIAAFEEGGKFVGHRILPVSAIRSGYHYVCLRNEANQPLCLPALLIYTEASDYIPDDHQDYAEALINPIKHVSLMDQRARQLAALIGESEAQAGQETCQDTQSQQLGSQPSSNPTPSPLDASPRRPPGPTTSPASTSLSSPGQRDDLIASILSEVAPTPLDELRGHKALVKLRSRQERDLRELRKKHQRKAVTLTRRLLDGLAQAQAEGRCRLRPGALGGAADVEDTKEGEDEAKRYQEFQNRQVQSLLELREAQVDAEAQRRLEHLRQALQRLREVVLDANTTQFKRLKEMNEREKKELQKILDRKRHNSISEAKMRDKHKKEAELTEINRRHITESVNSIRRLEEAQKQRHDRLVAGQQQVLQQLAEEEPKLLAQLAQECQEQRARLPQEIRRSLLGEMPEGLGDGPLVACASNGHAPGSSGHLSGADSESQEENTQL
# HGIII-sPLA2 inh – Inhibits HGIII-sPLA2 liposome hydrolysis, primary screen | AID 743126 | inhibition, % at 12.2 µM | 370,000 tested, 0.56% active | QFRET BODIPY PC-A2 liposome hydrolysis, fluorescence;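 active = inhibition above mean plus 3 SD of compounds lying within the high and low control bounds, cut at about 19% in these data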;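 note: 0% = median of test compound wells and 100% = no enzyme DMSO wells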
# Tn6 DDE FP – disrupts Tn6 cyclic peptide binding to fibrin D-Dimer-E complex; P02675; Fibrin DD(E) TRITC-Tn6 fluorescence polarization displacement; inhibition, % at 8.3 µM; 370,000 tested, 0.21% active; AID 720509;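 active = inhibition above a per-campaign cutoff: mean of compounds within control limits plus 3 SD, cut at about 15% in these data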;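 note: 0% = median of all compound wells on the plate and 100% = blocking peptide control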
# Starred values were filed as active, the others as inactive; i = inactive.
SMILES,UHRF1 binding,PLCg1 inh,proKLK7 act,NR1D1 modulator,ARFGAP1 inh,DDE Tn7 FP inh,ASAP1 GAP inh,PLCb3 inh,HGIII-sPLA2 inh,Tn6 DDE FP
COc1ccc(CCNC(=O)Nc2nc(C(N)COCc3ccccc3)cs2)cc1OC (stereo not drawn),-1,3,0.5,0,12,-5,4,4,7,0
COc1ccccc1S(=O)(=O)N1CCN(S(=O)(=O)c2ccccc2C#N)CC1,7,5,-0.4,-2,-6,-4,1,-5,6,-2
CC(C)C[C@H]1CN=C(N(C)C)N1CC1CCCCCC1,-1,0,0.2,5,-2,-1,4,-3,-11,-7
CC(C)CNC(=S)N1CCC(c2nc(-c3ccc(F)cc3)no2)CC1,0,-2,-0.4,1,-9,-1,2,-4,3,5
CCOC(=O)C1CCCCN1Cc1ccc(OC)c(OC)c1OC (stereo not drawn),0,-3,-0.1,-1,3,-7,-5,0,0,-5
Cc1noc(C)c1COc1ccc(C(=O)N2CCN(c3ccccc3F)CC2)cc1,2,3,0.5,6,16,4,12,-14,3,6
Cc1cc2cc(CNC(=O)Cc3ccc([N+](=O)[O-])cc3)ccc2[nH]1,7,1,0.4,6,10,0,-1,2,-5,-1
N#CCCN1CCCc2cc(N=Nc3ccc(C(F)(F)F)cc3)ccc21,1,8,0.4,18*,12,-3,20,-8,23*,-6
O=C(C1CC1)N1CCc2cc(Br)c(S(=O)(=O)N3CCCCCC3)cc21,0,5,0.4,4,12,2,9,7,-6,1
Cc1ccc(S(=O)(=O)N2[C@@H](c3cccc(Cl)c3)C(C(=O)O)=CC[C@H]2c2ccc(Cl)cc2)cc1,3,-2,-0.1,-5,-8,5,-4,-2,-1,5
Cc1ccc(C(=O)N/C(=C/C=C/c2ccccc2)C(=O)NCc2ccco2)cc1,-1,-5,0.1,2,-8,-6,-1,-11,-11,7
CCN1CCN(CCCNC(=O)c2ccc3c(c2)N(Cc2ccccc2)CCS3)CC1,-3,i,35*,1,8,-1,8,i,-2,5
CCOC(=O)Cc1csc(NS(=O)(=O)c2ccc(SC)cc2)n1,-1,-5,0.9,2,-2,5,-6,-1,-11,9
COc1ccc(OCCN2CCN(S(=O)(=O)c3ccccc3C#N)CC2)cc1,1,2,0.3,4,5,-3,-5,1,3,-7
COc1ccc(-c2noc(CCCC(=O)NCC3CCCO3)n2)cc1 (stereo not drawn),1,0,-0.3,0,-2,7,-4,-6,2,-1
CCCCCCCN1CCC(=O)N([C@H](CO)CC(C)C)CC1,9,2,-0.4,-2,-9,8,-18,7,-4,-3
CCc1cc2c(=O)c(-c3nc4ccccc4n3C)c(C(C)C)oc2c(CN2CCN(C)CC2)c1O,0,-281,12,3,-3,-1,3,-374,-4,-3
CC1(C)CC(=O)C2=C(C1)N(N1CCOCC1)C(N)=C(C#N)C2c1cccs1 (stereo not drawn),2,0,-0.8,-1,5,-5,-2,-7,7,2
Nc1ccc2c(c1)OCCOCCOCCOCCOCCO2,7,-25,-0.6,6,5,0,-4,-40,5,9
COc1ccc(N2CCN(C(=S)NCc3ccccc3)CC2)cc1,-1,-1,0.2,-7,38*,0,37*,-5,-24,7
CC(C)(C)OC(=O)NCCc1nnc(SCC(=O)Nc2ccc(Br)cc2)o1,5,-2,-0.1,-3,3,7,-4,-6,0,0
CC(=O)OC(=C(OC(C)=O)c1ccccc1)c1ccccc1,2,-1,-0.9,0,0,-5,2,3,4,4
COc1ccc(-c2csc(N(CCCN(C)C)C(=O)c3cccs3)n2)cc1,-3,3,0.0,-5,8,2,-6,0,-16,5
COc1ccc(N2C(=O)C(Cl)=C(Nc3ccc(OC)cc3OC)C2=O)cc1,2,0,-0.5,-1,-1,3,-5,-5,-1,-1
COc1ccc(Cl)cc1C(=O)NNC(=O)CSc1nncn1C,-1,0,0.2,4,-3,-1,-4,3,-3,-2

# 3 compounds already listed, arranged by the number in proKLK7 act, falling:
SMILES,UHRF1 binding,PLCg1 inh,proKLK7 act,NR1D1 modulator,ARFGAP1 inh,DDE Tn7 FP inh,ASAP1 GAP inh,PLCb3 inh,HGIII-sPLA2 inh,Tn6 DDE FP
CCN1CCN(CCCNC(=O)c2ccc3c(c2)N(Cc2ccccc2)CCS3)CC1,-3,i,35*,1,8,-1,8,i,-2,5
CC(C)(C)OC(=O)NCCc1nnc(SCC(=O)Nc2ccc(Br)cc2)o1,5,-2,-0.1,-3,3,7,-4,-6,0,0
COc1ccc(N2C(=O)C(Cl)=C(Nc3ccc(OC)cc3OC)C2=O)cc1,2,0,-0.5,-1,-1,3,-5,-5,-1,-1

# Further results follow.
SMILES,UHRF1 binding,PLCg1 inh,proKLK7 act,NR1D1 modulator,ARFGAP1 inh,DDE Tn7 FP inh,ASAP1 GAP inh,PLCb3 inh,HGIII-sPLA2 inh,Tn6 DDE FP
CCOC(=O)C1CCN(S(=O)(=O)c2cc3c(cc2C)NC(=O)CO3)CC1,-5,-1,-0.6,10,-17,6,-6,2,6,2
COc1ccc(NC(=O)C(CC(C)C)NC(=O)C2CCC(C)CC2)cc1 (stereo not drawn),2,3,0.0,2,13,6,9,-5,2,-5
COCc1cc(C)n(CC(=O)NCc2ccccc2)c(=O)c1C#N,2,-7,-0.4,0,7,-3,-3,-11,-1,0
Cc1ccc(S(=O)(=O)NC2(C(F)(F)F)C(=O)Nc3c2c(=O)n(C)c(=O)n3C)cc1 (stereo not drawn),9,1,-0.9,-2,6,6,-3,0,12,-2
O=C(Nc1cccc(Oc2ccccc2)c1)C1Cc2c(-c3ccc4c(c3)OCO4)ccnc2O1 (stereo not drawn),0,-5,0.3,-2,-14,3,9,-6,-8,4
COCCNC(=S)N1CCCN(c2nc3cc(C)ccc3cc2C#N)CC1,-3,-62,0.3,2,-21,8,4,-68,-1,-2
COCC(C)n1c(C)cc(C(=O)CN2c3cccc4cccc(c34)S2(=O)=O)c1C (stereo not drawn),3,-174,5.4,5,29*,-2,9,-237,0,1
CC(C)CN(C(=O)CN1CCc2ccccc21)c1c(N)n(CC(C)C)c(=O)[nH]c1=O,-1,-17,5.9,4,-5,-2,3,-31,-3,-1
COc1ccc(/C=N/NC(=O)c2ccc(=O)[nH]n2)cc1OC,-2,-3,0.0,3,1,2,7,3,-16,1
CCOc1ccc(CCNS(=O)(=O)c2cccc3nsnc23)cc1OCC,-3,0,0.2,-1,3,9,13,3,3,-1
Cc1cc(C)nc(NC2=NCC(=O)N2c2ccc3c(c2)OCCO3)n1,2,2,0.4,-1,14,-2,0,0,6,-8
CC(C)c1ccc(NC(=O)COC(=O)c2c[nH]c(=O)[nH]c2=O)cc1,10,2,-0.3,-5,-6,-2,-2,2,6,-4
Cc1ccc(OCCn2ccnc2)c(C)c1,-1,-4,-0.5,1,9,7,0,-3,5,-6
CCCC(=O)C1=C(O)C(C(=O)OC)C(C)(C)CC1=NCCc1ccc(OC)c(OC)c1 (stereo not drawn),1,2,-0.7,-3,2,-5,2,-1,-1,-1
COCCN(C(=S)Nc1c(C)cccc1C)C(C)c1cccnc1 (stereo not drawn),-1,0,0.8,-3,15,0,-6,1,0,6
COC(=O)COc1ccc2c(-c3cccc([N+](=O)[O-])c3)cc(=O)oc2c1,0,-1,-0.3,5,-6,1,13,2,4,10
COc1ccc(NCc2nnc(SCC(=O)NCc3ccco3)n2-c2ccccc2OC)cc1,0,0,-0.3,-1,-10,-7,3,-1,-4,17*
CCC1=C(OC(=O)N(CC)CC)N2C(=O)OC(=NCCc3c[nH]c4ccccc34)[C@]2(Cc2ccccc2)[C@H]2C1=CC[C@H]1C(=O)N(CC)C(=O)[C@H]12,1,-2,0.5,-3,2,4,-14,0,-61,3
O=C(O)[C@@H]1C[C@@H](O)CN1,0,-1,0.2,2,0,2,3,1,0,1

# An excerpt of these results, with tabs:
mol	UHRF1 binding	PLCg1 inh	proKLK7 act	NR1D1 modulator	ARFGAP1 inh	DDE Tn7 FP inh	ASAP1 GAP inh	PLCb3 inh	HGIII-sPLA2 inh	Tn6 DDE FP
CCOC(=O)C1CCN(S(=O)(=O)c2cc3c(cc2C)NC(=O)CO3)CC1	-5	-1	-0.6	10	-17	6	-6	2	6	2
COc1ccc(NC(=O)C(CC(C)C)NC(=O)C2CCC(C)CC2)cc1 (stereo not drawn)	2	3	0.0	2	13	6	9	-5	2	-5
COCc1cc(C)n(CC(=O)NCc2ccccc2)c(=O)c1C#N	2	-7	-0.4	0	7	-3	-3	-11	-1	0
Cc1ccc(S(=O)(=O)NC2(C(F)(F)F)C(=O)Nc3c2c(=O)n(C)c(=O)n3C)cc1 (stereo not drawn)	9	1	-0.9	-2	6	6	-3	0	12	-2
O=C(Nc1cccc(Oc2ccccc2)c1)C1Cc2c(-c3ccc4c(c3)OCO4)ccnc2O1 (stereo not drawn)	0	-5	0.3	-2	-14	3	9	-6	-8	4
COCCNC(=S)N1CCCN(c2nc3cc(C)ccc3cc2C#N)CC1	-3	-62	0.3	2	-21	8	4	-68	-1	-2
COCC(C)n1c(C)cc(C(=O)CN2c3cccc4cccc(c34)S2(=O)=O)c1C (stereo not drawn)	3	-174	5.4	5	29*	-2	9	-237	0	1
CC(C)CN(C(=O)CN1CCc2ccccc21)c1c(N)n(CC(C)C)c(=O)[nH]c1=O	-1	-17	5.9	4	-5	-2	3	-31	-3	-1
COc1ccc(/C=N/NC(=O)c2ccc(=O)[nH]n2)cc1OC	-2	-3	0.0	3	1	2	7	3	-16	1
CCOc1ccc(CCNS(=O)(=O)c2cccc3nsnc23)cc1OCC	-3	0	0.2	-1	3	9	13	3	3	-1
Cc1cc(C)nc(NC2=NCC(=O)N2c2ccc3c(c2)OCCO3)n1	2	2	0.4	-1	14	-2	0	0	6	-8

# Screening data: PubChem BioAssay, several laboratories
